Screening data deposited in PubChem BioAssay by several laboratories.
Mac1 fbg inh: CD11b/CD18-fibrinogen binding inhibition; P05107+P11215; inhibition, % at 10 µM; K562 CD11b/CD18 adhesion to fibrinogen, ATPlite luminescence; Mn2+ added to activate the integrin; AID 1497; hit rate 0.54% among 93,000;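 active means primary inhibition of 50% or more at 10 µM, then 40% or more on retest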; further: some results filed as inactive read as strong as hits
Target sequence (P05107 whole entry, looked up, other chains not shown): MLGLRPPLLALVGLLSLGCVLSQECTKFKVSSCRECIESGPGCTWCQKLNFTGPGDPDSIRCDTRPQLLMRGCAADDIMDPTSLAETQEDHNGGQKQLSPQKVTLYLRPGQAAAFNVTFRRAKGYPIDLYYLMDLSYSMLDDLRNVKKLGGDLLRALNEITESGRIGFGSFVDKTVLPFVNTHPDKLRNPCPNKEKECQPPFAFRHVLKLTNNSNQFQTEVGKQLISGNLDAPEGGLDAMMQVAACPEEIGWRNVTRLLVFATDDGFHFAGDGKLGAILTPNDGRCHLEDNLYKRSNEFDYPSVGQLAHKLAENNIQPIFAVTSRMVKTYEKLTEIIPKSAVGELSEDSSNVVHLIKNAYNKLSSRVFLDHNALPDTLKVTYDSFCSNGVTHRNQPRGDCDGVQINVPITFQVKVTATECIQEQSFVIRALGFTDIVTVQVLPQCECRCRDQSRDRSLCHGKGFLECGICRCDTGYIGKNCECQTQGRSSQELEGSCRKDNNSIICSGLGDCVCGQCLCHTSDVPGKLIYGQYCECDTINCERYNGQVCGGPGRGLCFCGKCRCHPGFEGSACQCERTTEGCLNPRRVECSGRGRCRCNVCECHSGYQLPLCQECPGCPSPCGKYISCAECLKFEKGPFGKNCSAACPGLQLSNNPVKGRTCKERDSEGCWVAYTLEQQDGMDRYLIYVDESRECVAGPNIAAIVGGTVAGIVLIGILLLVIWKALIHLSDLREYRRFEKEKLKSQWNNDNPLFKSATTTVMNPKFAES
Smad3 inh: blocks human Smad3 binding to FoxH1 peptide. P84022. inhibition, % at 25 µM. hit rate 0.29% among 88,000. AID 630. TR-FRET Smad3/Dy647-FoxH1 peptide binding, europium anti-His;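 active means compounds that reduce the energy-transfer binding signal between the protein and its labelled peptide by more than half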;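 further: 0% = Smad3 plus labelled peptide maximal FRET and 100% = peptide-only background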
ERb coact inh: ER-beta (human) coactivator binding inhibition; TR-FRET ER-beta LBD / SRC1-Cy5 peptide binding; receptor agonist-loaded with 1 µM estradiol; inhibition, % at 25.6 µM; hit rate 1.3% among 86,000; AID 633;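 active means compounds whose percent inhibition of the receptor-coactivator binding signal exceeds about 50% in the single-dose screen, limit read from the data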;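 further: 0% = receptor plus peptide wells without compound and 100% = peptide-only wells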
Calb biofilm kill: kills Candida albicans biofilms | inhibition, % at 6 µM | AID 834 | hit rate 0.14% among 85,000 | C. albicans biofilm + clotrimazole, Alamar Blue;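 active means inhibition above 20%; inactive means inhibition below 20%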;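 further: preformed 24 hr biofilms exposed to compound for 48 hr; 0% = biofilm without compound and 100% = blank killed by clotrimazole plus chlorhexidine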
sEH inh: blocks human soluble epoxide hydrolase activity; P34913; inhibition, % at 2 µM; hit rate 0.34% among 91,000; recombinant human sEH enzymatic activity assay; in the data active means inhibition above about 80%; further: values of inactives mirror those of a sister screen read the other way; many of its hits are not listed in these tables
ERa SRC1 pot: ER-alpha (human) coactivator binding potentiation. P03372. TR-FRET ERalpha-LBD/SRC-Cy5 coactivator binding, 2 h; 100 = basal binding, no effect. coactivator binding (% of control), % at 25.6 µM. hit rate 1.3% among 86,000; in the data active means activity above about 200%;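 further: binding measured in presence of low estradiol as agonist stimulus; 0% = peptide alone without receptor and 100% = receptor with peptide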
MT1-MMP txn act: activates MT1-MMP transcription. activation factor at 10 µM. hit rate 0.16% among 86,000. HT1080 MT1-MMP promoter luciferase reporter, luminescence, overnight; stronger effect = higher value;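 active means activation factor of at least 2 for MT1-MMP transcription at 10 µM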
sEH act: increases human soluble epoxide hydrolase activity; hit rate 0.04% among 91,000; P34913; purified human sEH enzymatic activity, activator screen; AID 717; activation, % at 2 µM; in the data active means activation above about 37%; further: values of inactives mirror those of a sister screen read the other way
Mac1 fbg enh: enhancers of human CD11b/CD18 binding to fibrinogen; activation, % at 10 µM; AID 1499; K562 CD11b/CD18 adhesion to fibrinogen, ATPlite luminescence; hit rate 0.07% among 93,000;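 active means 10 µM primary screen giving 50% or more activity, confirmed by 40% or more on retest at that dose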; further: strong numbers were not always called active; reference of the scale not given here
The depositor's hits bear a star; · = not tested or not shown; [ ] = remark or other dose.

Order of results: Mac1 fbg inh	Calb biofilm kill	Mac1 fbg enh	ERb coact inh	sEH act	MT1-MMP txn act	sEH inh	ERa SRC1 pot	Smad3 inh
- COc1cccc(NC(=O)COC(=O)c2ccc(S(=O)(=O)NCc3ccco3)cc2)c1
 : -2	·	0	·	-14	·	16	·	·
- Cc1cc(C(F)F)n2ncc(C(=O)N3CCC(C(N)=O)CC3)c2n1
 : -2	4	-2	3	-7	1.2	5	104	6
- Cn1c(SCc2nc3ccccc3n2CCO)nc2ccccc21
 : ·	0	·	-9	·	0.9	·	96	-11
- CCCN(CCC)C(=O)Cn1c(=O)n(CCC(=O)NCCc2ccccc2)c(=O)c2ccccc21
 : -36	4	-3	-1	-14	1.1	11	115	5
- Cc1cccc2cc(CN(CC3CCCO3)C(=O)c3ccco3)c(=O)[nH]c12 (stereo unspecified)
 : -15	-1	-1	-8	3	1.1	-2	105	8
- CC1=C(C)/C(=N\OS(=O)(=O)c2ccccc2)C=CC1=O
 : 23	8	-2	4	-6	0.6	4	90	8
- COc1ccc(CN(C(=O)c2oc3ccccc3c2C)C2CCS(=O)(=O)C2)cc1OC (stereo unspecified)
 : -23	6	6	-7	13	1	-10	94	3
- CSCCC1C(C#N)=C(N)Oc2n[nH]c(-c3cccs3)c21 (stereo unspecified)
 : 16	3	-1	1	5	1.1	-6	88	-1
- CCn1c(O)c(C=NCCN2CCOCC2)sc1=S
 : 12	1	1	-7	0	1.2	1	104	-6
- Cc1cc(C(=O)OCC(=O)NCCC(C)C)c2ccccc2n1
 : ·	-6	·	-13	·	0.9	·	89	-8
- CSCCC1NC2(C(=O)Nc3c(C)cc(Cl)cc32)[C@@H]2C(=O)N(C3CCCC3)C(=O)[C@H]12 (stereo partly specified)
 : 10	4	0	27	-7	1.2	10	76[fluorescence artefact?]	2
- O=C(CSCc1cnn(-c2ccccc2)c1-n1cccc1)NCC1CCCO1 (stereo unspecified)
 : -2	-2	4	0	-14	1.1	15	110	-4
- O=[N+]([O-])/C=C/c1c(OCc2ccccc2)ccc2ccccc12
 : 36	4	-2	-2	4	1.1	-6	90	7
- CCOc1ccc2[nH]c(=O)c(CN(CCO)Cc3nnnn3CCc3ccccc3)cc2c1
 : -38	-3	0	0	-2	·	2	81	5
- COc1ccccc1NC(=O)CSc1nnc(C)n1CCc1ccccc1
 : 11	8	-2	3[fluorescence artefact?]	-2	1.1	2	116	10[fluorescence artefact?]
- CCCC(=O)n1nc(-c2ccc(Cl)cc2)nc1SC
 : -29	11	2	3	5	1.1	-6	98	2[fluorescence artefact?]
- O=C(NC1CCCCCC1)C1CCN(S(=O)(=O)c2cccc3cccnc23)CC1
 : -21	7	1	2	-53	1.1	53	88	10
- CCOC(=O)C1CCN(C(=O)CN(C)S(=O)(=O)c2cc(C)ccc2OC)CC1
 : -6	3	0	-3	-8	1	7	109[fluorescence artefact?]	9
- Cc1nc2ccccc2n1CCc1nc2c3ccccc3nc(=S)n2[nH]1
 : -5	8	1	-17	-6	1	5	103	16
- O=C(Nc1ccccc1)NC1(C(=O)NCc2cccs2)CCCCC1
 : -8	·	-2	·	21	·	-19	·	·
- Cc1ccc(-n2c3c(cc(C(=O)Nc4cccc(C)n4)c2=O)C(=O)CCC3)cc1
 : 2	6	-1	1	·	1.4	·	107	-4
- N#CC(=C1N=c2ccccc2=N1)c1c(O)[nH]c2ccccc12
 : 25	·	10	·	-1	·	-1	·	·
- COC(=O)c1ccc(COc2cccc(OC)c2)o1
 : -36	0	1	-6	9	1.2	-10	102	8
- Cc1ccc(-c2csc(NC(=S)NC(=O)/C=C/c3ccco3)n2)cc1
 : -14	·	1	·	-19	·	18	·	·
- CCOC(=O)c1ccc(N=C2NC(=O)CS2)cc1
 : 0	2	1	-7	7	1	-10	92	5
- Cc1cccc(N2CCN(C(=O)c3ccc4nc(-c5ccco5)c(-c5ccco5)nc4c3)CC2C)c1 (stereo unspecified)
 : ·	5	·	36	-9	1.2	12	77[fluorescence artefact?]	-3
- CC(C)CNC(=O)COc1ncnc2ccccc12
 : -3	4	0	-3	-5	1.1	7	121	2
- Cc1ccc2nc3ccc(N4CCCCCCC4)nn3c(=O)c2c1
 : 6	·	-1	·	9	·	-10	·	·
- CC(C)CCn1cnc2c(NCc3ccccc3)ncnc21
 : -9	7	-2	3	10	·	-10	111	7
- CCN1CCN(C(=O)c2ccc3c(=O)n(Cc4ccccc4OC)c(=S)[nH]c3c2)CC1
 : 12	2	-2	20[fluorescence artefact?]	-9	1	9	110	0
- CCC(c1nnnn1Cc1ccco1)N1CCN(C(=O)c2ccco2)CC1 (stereo unspecified)
 : -5	7	-1	23	·	1	·	97	-6
- COC(=O)c1ccc(CSc2nc3c(cnn3-c3ccc(C)c(C)c3)c(=O)[nH]2)o1
 : ·	7	·	45[fluorescence artefact?]	2	0.9	-3	129	11
- COc1ccc(-c2cn3c(C)c(C(=O)Nc4cc(NC(C)=O)ccc4OC)sc3n2)cc1
 : ·	4	·	-4	-9	1.1	10	135	-3[fluorescence artefact?]
- COc1ccc(CCNc2oc(Cc3cccc4ccccc34)nc2C#N)cc1OC
 : 9	4	7	0	-2	1.2	6	99	4
- CCC(CC)NCc1ccc(OC)cc1OC
 : -6	8	-1	-16	-10	0.9	12	120[fluorescence artefact?]	13
- CCN(CC)S(=O)(=O)c1ccc(-c2nnc(SCC(=O)Nc3ccc(OC)c(OC)c3)o2)cc1
 : 0	2	1	1	5	1.1	-5	97	25
- Cc1ccc(C(O)CN2C3=NCCCN3c3ccccc32)cc1 (stereo unspecified)
 : ·	6	·	20	12	1.1	-6	118	-1
- CCOC(=O)Cc1csc(NC(=O)c2c(O)c3ccccc3n(C)c2=O)n1
 : 51	10	-1	13[fluorescence artefact?]	·	1	·	105[fluorescence artefact?]	12[fluorescence artefact?]
- CSc1ccccc1NC(=O)Nc1ccc(F)c(Cl)c1
 : ·	10	·	0	-27	1.1	29	90	3
- Nc1nc(SCC(=O)NCc2ccccc2)n[nH]1
 : -9	11	-1	-3	5	1.1	-5	92[fluorescence artefact?]	6
- Cc1occc1-c1nnc(SCC(=O)NCCc2ccccc2)n1Cc1ccccc1
 : 7	0	-1	1[fluorescence artefact?]	-6	1.2	4	108	4
- Cc1c(C2(O)C(=O)Nc3ccc(F)cc32)c(=O)n(-c2ccccc2)n1C (stereo unspecified)
 : -8	8	1	15	23	1.1	-19	80	14
- CCCCCC(O)(CCCCC)C(=O)NNc1ccccc1
 : 10	6	-3	-4	0	1.2	4	87[fluorescence artefact?]	0
- C=CCN1C(=O)CN=C1NCc1ccccc1
 : -16	3	-2	41	-1	1.1	2	125	2
- COc1ccccc1C1CC(c2ccc(F)cc2)Nc2ncnn21 (stereo unspecified)
 : -3	3	-2	2[fluorescence artefact?]	12	1.1	-10	132	12[fluorescence artefact?]
- Cc1cccc(NC(=S)NNC(=O)c2csc3c2CCC(C)C3)c1 (stereo unspecified)
 : 6	·	-3	·	-15	·	16	·	·
- O=C(NC1=NCCS1)Nc1ccccc1
 : ·	1	·	-11	6	1.2	-7	114	6
- S=c1[nH]nc(-c2cc(-c3ccco3)[nH]n2)n1-c1ccccc1Cl
 : 0	1	2	50*	15	1.3	-13	43	1
- O=C(NCC1CCCO1)c1ccc2c(c1)OCO2 (stereo unspecified)
 : 3	5	0	0	1	1.1	-3	119	4
- OCc1nnc2c3ccccc3c(-c3ccccc3)nn12
 : 3	1	-1	-12	1	1.1	-2	88	-17
- O=C(NCc1cccnc1)c1cccc(NC(=O)c2ccco2)c1
 : ·	6	·	-9	-1	1.1	4	113	0
- Cn1c(=O)c2c(nc(NCCCN3CCOCC3)n2Cc2ccc(Cl)cc2Cl)n(C)c1=O
 : -6	2	-3	4	·	1	·	119	2
- CC(C)NC(=O)c1cc(=O)n(C)c(=O)n1C
 : -5	5	0	10	-10	1	15	101	-12
- O=C1CCC([N+](=O)[O-])C(c2ccc(Cl)cc2Cl)N1 (stereo unspecified)
 : -7	3	1	4	16	1.1	-19	97	4
- O=C(O)Cn1c(SCCOc2ccccc2)nc2ccccc21
 : -10	8	-4	2[fluorescence artefact?]	-8	1	7	110	4
- Cc1ccsc1/C=N/n1c(-c2ccco2)n[nH]c1=S
 : 8	·	-3	·	-8	·	7	·	·
- Cc1ccsc1C(=O)NNC(=O)C1CCCCC1C(=O)O (stereo unspecified)
 : ·	8	·	-2	-1	1.1	6	85[fluorescence artefact?]	-3
- N#CC1=C(N)Oc2n[nH]c(-c3cccs3)c2C1c1ccco1 (stereo unspecified)
 : 21	9	-2	32	-5	1.2	8	41[fluorescence artefact?]	3
- O=c1cc(O)c2c(=O)n(-c3ccccc3)c3ccccc3c2o1
 : 19	6	4	22	-1	1	1	74	15[fluorescence artefact?]
- Cc1cccc2nc(CSc3nncn3-c3ccccc3)cn12
 : -1	5	0	-8	15	1.2	-13	105	-2

Molecules shown so far that contain a COOH group:
Order of results: Mac1 fbg inh	Calb biofilm kill	Mac1 fbg enh	ERb coact inh	sEH act	MT1-MMP txn act	sEH inh	ERa SRC1 pot	Smad3 inh
- O=C(O)Cn1c(SCCOc2ccccc2)nc2ccccc21
 : -10	8	-4	2[fluorescence artefact?]	-8	1	7	110	4
- Cc1ccsc1C(=O)NNC(=O)C1CCCCC1C(=O)O (stereo unspecified)
 : ·	8	·	-2	-1	1.1	6	85[fluorescence artefact?]	-3

(next part)
Order of results: Mac1 fbg inh	Calb biofilm kill	Mac1 fbg enh	ERb coact inh	sEH act	MT1-MMP txn act	sEH inh	ERa SRC1 pot	Smad3 inh
- O=C1NC(NS(=O)(=O)c2ccccc2)(C(F)(F)F)C(=O)N1Cc1cccnc1 (stereo unspecified)
 : 3	6	3	-11	5	1.2	-3	118	8
- Cc1ccc(C(c2nnnn2C(C)(C)C)N(Cc2ccco2)Cc2cccs2)cc1 (stereo unspecified)
 : 0	6	0	3[fluorescence artefact?]	·	1.1	·	90	3
- CCCCCC(=O)N1CCN(CCN=CC2=C(O)CC(c3ccco3)CC2=O)CC1 (stereo unspecified)
 : 11	-3	-5	-3	6	1	-7	118	-7
- COC(=O)COc1ccc(S(=O)(=O)NCCC2=CCCCC2)cc1
 : 2	·	4	-6	-5	1.1	10	96	9
- COc1ccc(N2C(=O)CN=C2Nc2cccc(C)c2C)cc1OC
 : -8	5	-5	-13	·	1.1	·	102	1
- O=C(O)c1ccc(COc2ccc3ccccc3c2/C=C2/NC(=O)N(c3ccccc3)C2=O)cc1
 : -20	·	1	·	-24	·	23	·	·
- Cc1cc(/C=N/n2cnnc2)c(C)n1-c1cc(Cl)ccc1Cl
 : 9	8	-7	-5[fluorescence artefact?]	13	1	-13	110	1
- Cn1cnc([N+](=O)[O-])c1Nc1cccc(O)c1
 : -14	8	0	14	12	1	-15	77	-4
- O=C(Nc1ccc(N2CCOCC2)c(Cl)c1)c1cc(F)c(F)cc1Cl
 : -1	1	5	-2	-10	1.2	12	111	-6
- CS(=O)(=O)N(CC(=O)Nc1ccccc1C(=O)NCc1ccccc1)c1ccc2c(c1)OCCO2
 : 2	-4	0	-4	-27	1.1	28	105	8
- N#Cc1c(-c2ccco2)nc(SCC(=O)Nc2ccc(S(N)(=O)=O)cc2)[nH]c1=O
 : -25	·	0	·	8	·	-9	·	·
- CCOC(=O)c1[nH]c2cc(OC)c(OC)cc2c1NC(=O)CN1CCN(c2ccc(OC)cc2)C(C)C1 (stereo unspecified)
 : 2	7	-3	17	-6	1.1	6	91[fluorescence artefact?]	5
- Cc1cccc(C)c1NC(=O)N1CC=C(n2c(=O)[nH]c3ccccc32)CC1
 : 2	-4	-1	0	8	0.9	-10	103	3
- C=CCn1c(=O)c2c3c(sc2n2c(Nc4ccccc4)nnc12)CCCC3
 : -5	5	-2	-5	-2	1	5	99	1[fluorescence artefact?]

An excerpt; rates above refer to the full screens.
